D2 agonist: HTS Assay for Allosteric Agonists of the Human D2 Dopamine Receptor: Primary Screen for Agonists. hit rate 0.53% among 340,000. D(2) dopamine receptor (Homo sapiens), P14416. activation, % at 2 µM. AID 485358, 2010. HEK293 T-REx D2 cells, calcium flux agonist mode;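 active = activation over 3 SD above normal in the single-dose calcium agonist read, cut at about 30% in these data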; also: 0% is about no effect
Target sequence (P14416 whole entry, looked up): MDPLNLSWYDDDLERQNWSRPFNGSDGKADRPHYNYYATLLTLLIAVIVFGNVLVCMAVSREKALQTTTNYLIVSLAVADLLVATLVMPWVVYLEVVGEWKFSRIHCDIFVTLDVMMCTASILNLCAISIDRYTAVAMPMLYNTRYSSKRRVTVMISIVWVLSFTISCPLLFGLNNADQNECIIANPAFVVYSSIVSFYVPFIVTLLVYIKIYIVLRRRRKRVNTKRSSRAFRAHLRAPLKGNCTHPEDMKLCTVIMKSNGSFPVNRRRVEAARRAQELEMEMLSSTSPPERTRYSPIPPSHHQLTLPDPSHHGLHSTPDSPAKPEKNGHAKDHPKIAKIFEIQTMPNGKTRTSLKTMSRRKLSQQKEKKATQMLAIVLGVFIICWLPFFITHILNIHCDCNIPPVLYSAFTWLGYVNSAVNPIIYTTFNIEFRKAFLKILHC
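HEK293 Trex D2 cells, tetracycline-induced, o/n 30 C 5% CO2; no-wash Ca dye, RT 30–90 min; 10-cycle baseline, 23 nl cpd added, kinetic Ca read 180 s; agonist hits = positive Ca response.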
D2 PAM: HTS Assay for Positive Allosteric Modulators of the Human D2 Dopamine Receptor: Primary Screen for Potentiators; HEK293 T-REx D2, calcium flux, EC20 dopamine potentiation; potentiation, % at 10 µM; hit rate 0.34% among 340,000;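 active = potentiation over 3 SD above the plate norm, cut at about 30% in these data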; also: 0% is about no effect
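Tetracycline-induced Hek293 Trex D2 cells, force-coupled to calcium, loaded with no-wash calcium dye. Compound added with 180 s kinetic read for agonism, then EC20 dopamine and a further 180 s read for potentiation.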
D1 PAM: Potentiators of Human D1 Dopamine Receptor: qHTS. potentiation, % at 10 µM. hit rate 0.036% among 360,000. HEK293 TREx D1 cells, calcium flux, dopamine EC20 potentiation; in the data active = potentiation above about 30%; also: 0% is about no effect
Target sequence (P21728 whole entry, looked up): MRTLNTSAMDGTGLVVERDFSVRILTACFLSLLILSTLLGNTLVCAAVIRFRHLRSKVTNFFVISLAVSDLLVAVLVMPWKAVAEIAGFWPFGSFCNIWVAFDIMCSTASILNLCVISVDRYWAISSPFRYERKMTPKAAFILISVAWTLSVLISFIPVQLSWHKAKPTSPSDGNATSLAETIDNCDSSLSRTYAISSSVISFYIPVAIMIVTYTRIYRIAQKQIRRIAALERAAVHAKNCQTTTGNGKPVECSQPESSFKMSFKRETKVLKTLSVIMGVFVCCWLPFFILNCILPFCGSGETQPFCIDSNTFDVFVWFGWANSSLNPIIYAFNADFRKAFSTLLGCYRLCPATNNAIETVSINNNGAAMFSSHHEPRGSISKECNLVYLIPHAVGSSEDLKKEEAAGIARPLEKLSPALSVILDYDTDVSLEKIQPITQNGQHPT
D1 antag: Antagonist of Human D 1 Dopamine Receptor: qHTS; HEK293 TREx D1 cells, calcium flux, dopamine EC80; active compounds read low; hit rate 3.2% among 360,000; activity change, negative = inhibition, % at 10 µM; D(1A) dopamine receptor (Homo sapiens), P21728; in the data active = activity change below about -30%; also: % is scaled to controls: 0 for no effect and ±100 for the full control effect
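Compound effects on dopamine-evoked calcium signalling were measured in tetracycline-induced HEK293 Trex D1 cells. Dopamine at EC80 followed a 180 s compound pre-read, and fluorescence was tracked kinetically for 180 s more.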
TRHR PAM: qHTS for Small Molecule Agonists and Allosteric Enhancers of Human TRH Receptor: Primary Screen for Enhancers; Thyrotropin-releasing hormone receptor (Homo sapiens), P34981; TRHR cells, fluo-8 calcium fluorescence, EC20 TRH enhancement; enhancement, % at 2 µM; hit rate 0.66% among 360,000; AID 493056, 2011; in the data active = enhancement above about 30%; also: 0% is about no effect
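Enhancer read-out: after compound pinning and an initial kinetic agonist-mode read, an EC20 of TRH (10 nM final) was injected and fluo-8 calcium signal (Ex 480/Em 530) followed at 1 s/cycle for 100 cycles in TRHR-expressing cells.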
TRHR ag: qHTS for Small Molecule Agonists and Allosteric Enhancers of Human TRH Receptor: Primary Screen for Agonists; hit rate 0.18% among 360,000; TRHR cells, calcium flux fluo-8, FDSS agonist mode; activation, % at 2 µM; Thyrotropin-releasing hormone receptor (Homo sapiens), P34981; also: 0% is about no effect
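TRHR-expressing cells loaded with fluo-8 calcium dye; 23 nL library compound pin-transferred, kinetic FDSS fluorescence (Ex 480/Em 530) recorded about 180 s for agonist-induced calcium release, before a 10 nM TRH EC20 addition for potentiator mode.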
D1 agonist: Allosteric Agonists of the Human D1 Dopamine Receptor: qHTS; activation, % at 2 µM; D(1A) dopamine receptor (Homo sapiens), P21728; HEK293 T-REx D1 cells, calcium flux, agonist mode; hit rate 1% among 360,000; also: 0% is about no effect
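Inducible HEK293 T-REx D1 cells, force-coupled to calcium signalling, were plated at 4000 cells/well with tetracycline and held overnight at 30 C. After no-wash calcium dye loading, compound-evoked calcium rise over 180 s flagged agonists.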
D2 antag: HTS Assay for Allosteric Antagonists of the Human D2 Dopamine Receptor: Primary Screen for Antagonists. D(2) dopamine receptor (Homo sapiens), P14416. HEK293 TREx D2 cells, calcium flux, dopamine EC80. inhibition, % at 10 µM. hit rate 2% among 340,000. AID 485344, 2010; in the data active = inhibition above about 30%; also: 0% is about no effect
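Tetracycline-induced HEK293 T-REx cells expressing D2 force-coupled to calcium signalling were dye-loaded, exposed to compound for 180 s, then challenged with an EC80 of dopamine; calcium flux was followed kinetically for a further 180 s.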
RXFP1 antag: qHTS Assay for Antagonists of the Relaxin Receptor RXFP1; hit rate 0.59% among 350,000; AID 1259400, 2018; activity change, negative = inhibition, % at 57.5 µM; HEK293-RXFP1, relaxin-stimulated cAMP HTRF, 30 min; active compounds read low;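 active = activity change of -60% or lower, but not beyond a set lower limit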; also: % is scaled to controls: 0 for no effect and ±100 for the full control effect
* hit, by the source's call; · = not tested or not shown. Rule as the data show it, unless noted: active = activation above about 30%; inactive = the rest. An unsorted share of the library; about 7.3% have a hit in one of these screens.

SMILES	D2 agonist	D2 PAM	D1 PAM	D1 antag	TRHR PAM	TRHR ag	D1 agonist	D2 antag	RXFP1 antag
Cn1c(=O)c(C(=O)NCc2ccc(F)cc2)c(O)c2ccccc21	1.7	9	1	0	-5	1.7	2	-10	-6
O=C(/C=C/c1ccc(Cl)cc1Cl)N(Cc1ccccc1)C1CCS(=O)(=O)C1 (stereo not drawn)	0.0	-7	1	18	-3	0.0	2	-1	17
O=C(c1cccc(S(=O)(=O)N2CCCC2)c1)N(Cc1ccco1)C1CCS(=O)(=O)C1 (stereo not drawn)	1.7	-2	-9	3	1	0.2	2	13	1
COC(=O)Cc1ccc(OCC(=O)NC2CCCC2)cc1	0.2	12	6	-2	16	0.6	1	1	-5
CC1CCc2nc3ncn(Cc4ccc(Cl)cc4)c(=O)c3cc2C1 (stereo not drawn)	-0.2	-4	0	-3	-7	0.1	4	·	-13
CCOC(=O)c1cnc2c(C)cc(Cl)cc2c1NCCc1ccc(OC)c(OC)c1	1.8	-7	3	13	4	0.1	0	·	-11
N/C(=N\OC(=O)CCC1CCCCC1)c1ccc([N+](=O)[O-])cc1	0.9	-11	-9	2	-9	3.4	0	-6	-9
Cc1ccc(C(=O)N/C(=C\c2ccco2)C(=O)N2CC(C)OC(C)C2)cc1C (stereo not drawn)	0.8	5	0	-7	-3	0.2	-1	-4	5
Cn1cc(CNCc2ccc(-n3cccn3)cc2)c(-c2ccccc2F)n1	46*	-22	-2	-1	0	-0.5	6	44*	-6
COc1ccc2cc(-c3ccsc3)ncc2c1	-0.3	11	-3	·	8	-0.2	-2	-2	·
CCOc1ccccc1C(=O)N/N=C/c1coc2ccc(C)cc2c1=O	·	·	-8	-3	-6	-0.6	0	·	-3
CN1CCN(c2ncnc3c2cnn3-c2cccc(Cl)c2)CC1	-0.6	-6	-2	-13	-2	0.3	2	·	-13
CCOc1ccc(C(=O)NCc2ccncc2)cc1OCC	0.6	-24	-2	4	-1	0.0	4	34*	-7
Cc1ccc(OCc2nc3ccccc3n2CCOc2ccc(Cl)cc2)cc1	·	-6	0	15	-2	4.0	41*	·	-7
CCN(CC)c1ccc(NC(=O)Nc2ccccc2C(F)(F)F)cc1	·	·	7	4	15	0.0	1	·	-8
CCOC(=O)/C=C1\NC(C)(C)Cc2cc(OC)c(O)cc21	1.2	4	-2	-9	1	-1.3	3	8	33
CC(C)Oc1ccc(CNC(=O)c2ccc(NC(=O)N3CCSc4ncccc43)cc2)cc1	0.1	-3	-1	0	5	-0.8	1	·	-3
CN(c1ccc(C(=O)NCc2cccnc2)cc1)S(=O)(=O)c1ccc(Cl)cc1	0.1	2	-3	-4	-1	0.7	2	-5	3
O=C(CCc1ccccc1)Nc1nc2nc(-c3ccccc3)cc(=O)n2[nH]1	-0.2	-3	6	2	4	0.0	3	7	3
CSc1nc2ccccc2n1Cc1cccc([N+](=O)[O-])c1	-1.2	25	2	-6	4	-1.1	7	-13	-14
COc1cc(OC)c(N(C)S(=O)(=O)c2cccc(C(=O)Nc3nc(C)cs3)c2)cc1Cl	0.2	-6	-8	11	-6	0.6	2	-7	-10
COCC1CCCN(C(=O)c2cc(COc3ccc4ncccc4c3)on2)C1 (stereo not drawn)	1.1	7	-8	-18	-4	0.8	6	-7	-19
CCCSc1nc(SCC(=O)NCc2ccccc2)c2c3c(sc2n1)COC(C)(C)C3	0.5	-6	-4	0	6	-0.3	3	-36	7
O=C(COC(=O)Cn1cc(C(F)(F)F)ccc1=O)NCc1ccccc1	-0.6	-5	-1	-24	-2	0.1	4	-3	6
Cc1ccc(S(=O)(=O)NCCC(=O)OCC(=O)NC(=O)c2cccn2C)cc1	-0.3	7	-3	-7	4	-0.5	0	-1	-1
COc1ccccc1C(=O)Nc1ccc(OCc2nnc3c4ccccc4c(C)nn23)cc1	0.1	11	0	12	6	-0.3	2	-12	17
O=C(Nc1cnc2ccccc2c1)N1CCOCC1	-0.5	-6	2	6	-1	0.4	1	-1	-11
CCOc1cc(CNC(=O)Cn2c(-c3cccs3)cc3cc(F)ccc32)ccc1OC	1.0	3	0	-6	6	0.4	0	·	-12
CN(C)C(=O)c1cc2cc([N+](=O)[O-])ccc2s1	0.5	12	1	1	-1	-0.2	1	2	-13
CN(C(=O)c1ccc2c(=O)n3c(nc2c1)CCCCC3)c1ccccc1Cl	0.1	7	-4	32	2	0.2	1	-8	-13
Cc1cc(C)cc(NC(=O)Nc2ccccc2N2CCCCC2)c1	-2.5	-8	1	-4	-8	-0.5	6	1	-12
Cc1ccccc1N1C(=O)Cc2ccccc2C1=O	-1.0	-3	-5	-1	3	-1.8	4	-5	-15
Cc1ccc(S(=O)(=O)N(C)C)cc1NC(=O)c1cncc(Br)c1	0.8	-9	-5	-12	-2	-0.1	3	-20	13
CCOc1cccc(C2/C(=C(/O)c3ccc4c(c3)CC(C)O4)C(=O)C(=O)N2CCN2CCOCC2)c1 (stereo not drawn)	-0.1	-1	-4	-18	0	-0.1	0	-8	14
CC1(C)CC(NCc2ccncc2)CC(C)(C)N1	0.4	-3	0	-6	1	0.4	1	4	3
CCN1CCCC1CN(Cc1cc2cc(OC)ccc2[nH]c1=O)C(=O)NCc1ccccc1 (stereo not drawn)	-0.2	-11	-8	-6	2	0.4	0	-5	-4
CCOC(=O)c1c(C)[nH]c(C2=NNC(=Nc3ccc(OCC)cc3)SC2)c1C	-1.2	-5	-16	-72*	4	-1.0	-2	-3	-12
C=CCn1c(C)cc(C(=O)Cn2c(C(C)O)nc3ccccc32)c1C (stereo not drawn)	-0.7	2	-2	-8	9	-0.3	2	1	9
O=C(CCc1nc2ccccc2c(=O)[nH]1)OCC(=O)N1CCc2ccccc21	-0.1	-1	-7	7	1	-3.7	1	-9	-2
CCS(=O)(=O)N1Cc2ccccc2CC1C(=O)N(C)CC(=O)Nc1cccc(F)c1 (stereo not drawn)	1.0	-6	-2	-22	-13	0.2	7	41*	-6
Cc1cccc(OCC(=O)Nc2ccccc2OCc2cc(=O)n3ccccc3n2)c1	0.5	12	2	-8	1	0.5	-1	·	3
Cc1ccccc1-n1nc(C(=O)O)c(C)c(C#N)c1=O	0.4	11	-3	-8	1	-0.1	0	16	-6
Cc1ccc(/C=N/NC(=O)CSc2nnc(-c3ccc(Cl)cc3)n2-c2ccccc2)o1	-1.2	-1	4	10	-1	-0.2	1	-19	18
CCC(C)NC(=O)Nc1ccc(C)cc1C (stereo not drawn)	-0.3	-1	-4	-2	-7	-0.4	2	27	0
O=C1CCCc2c1nc(-c1ccc([N+](=O)[O-])cc1)n2O	-0.2	-12	1	18	-8	0.7	2	-24	-16
Cn1nnc2cc(C(=O)N3CCSCC3)ccc21	-0.9	6	-3	9	5	0.3	4	-1	-5
CCCCCn1c(=O)[nH]c2cc(C(=O)NCCN3C(C)CCCC3C)ccc2c1=O (stereo not drawn)	3.4	-5	-2	33	5	1.8	2	-7	-6
COc1ccc(CC(=O)n2[nH]c(=O)c3ccccc3c2=O)cc1OC	-1.3	-1	-2	-4	1	0.0	3	-3	-1
Cc1ccc(NC(=O)c2nsc(Cl)c2Cl)cc1	-0.6	2	-1	-8	21	0.2	0	-6	5
COc1ccc(/C=C/C(=O)OCC(=O)Nc2ccc(C)cc2)cc1S(=O)(=O)N1CCOCC1	0.1	-26	-3	4	3	-0.5	0	15	·
CN(c1ccc(C(=O)NCC2CCCO2)cc1)S(=O)(=O)c1ccccc1 (stereo not drawn)	0.4	-13	-1	11	-6	0.3	2	17	-17
COC(=O)c1c(C)nn(-c2ccc(F)c(Cl)c2)c1-c1cc(C)on1	0.7	0	2	-24	3	0.5	5	-4	-14
CCc1c(C)nc(N2CCN(c3ccc(F)cc3)CC2)[nH]c1=O	0.3	3	-5	-9	2	0.5	7	-6	2
O=C(NC(Cc1ccccc1)C(=O)N1CCc2ccccc2C1)c1ccccc1 (stereo not drawn)	-0.7	4	-5	-11	-10	1.2	4	11	10
CC(Sc1nncs1)C(=O)Nc1ccc2c(c1)OCCO2 (stereo not drawn)	-0.8	-5	0	10	18	-0.3	3	-2	6
Oc1ccccc1/C=N/NC(=S)NCCc1ccccc1	·	9	-9	-6	1	-0.2	4	·	-6
Cc1c[n+](CC(=O)c2ccccc2)c(C)cn1	·	·	-3	-4	1	0.5	7	·	6
CCOC(=O)c1ccc(NCc2ccc(N(C)C)cc2)cc1	-0.8	-3	-11	-35*	4	-1.6	5	14	-9
c1coc(C2Nc3ccccc3-c3nc4ccccc4n32)c1 (stereo not drawn)	0.4	11	0	-24	-5	-0.3	2	4	8
COC(=O)CC1C(=O)NCCN1C(=S)Nc1cc(C)cc(C)c1 (stereo not drawn)	-1.0	10	-2	2	2	-0.5	2	5	·
CCOC(=O)c1ccc(NC(=O)CSc2nnc(C3CC3)n2C)cc1	-0.2	11	4	-5	-3	-0.4	1	-11	-6
CN(C)c1nc(SCC(=O)Nc2ccccc2)nc(N2CCOCC2)n1	1.2	2	-3	-20	-6	0.0	2	31*	-2
Cc1coc2c(C)c3oc(=O)c(CCC(=O)NCCc4ccccc4F)c(C)c3cc12	-0.6	-7	-1	7	2	-1.0	1	·	-5

D2 antag: hit marks shown above.
SMILES	D2 PAM	D1 PAM	D1 antag	TRHR PAM	TRHR ag	D1 agonist	D2 antag	RXFP1 antag
Cn1cc(CNCc2ccc(-n3cccn3)cc2)c(-c2ccccc2F)n1	-22	-2	-1	0	-0.5	6	44*	-6
CCOc1ccc(C(=O)NCc2ccncc2)cc1OCC	-24	-2	4	-1	0.0	4	34*	-7
CCS(=O)(=O)N1Cc2ccccc2CC1C(=O)N(C)CC(=O)Nc1cccc(F)c1 (stereo not drawn)	-6	-2	-22	-13	0.2	7	41*	-6
CN(C)c1nc(SCC(=O)Nc2ccccc2)nc(N2CCOCC2)n1	2	-3	-20	-6	0.0	2	31*	-2
